Screens as filed in PubChem BioAssay.
RORg inh = blocks mouse ROR gamma transcriptional activity | P51450 | Potency, µM (highest dose often 53.6 µM), for the others: at the top dose activity change, negative = inhibition, actives largely listed as inhibitors | actives 5.4% (n = 310,000) | Drosophila S2 Gal4-RORgamma UAS-luciferase reporter, 20 h; further: potency means the concentration at half of the fitted maximal effect; on the % scale 0 is the no-effect control and ±100 the full control effect; nearly all actives have a fitted effect of over 60% in size
Target sequence (P51450 whole entry, looked up, the tested form may be a part): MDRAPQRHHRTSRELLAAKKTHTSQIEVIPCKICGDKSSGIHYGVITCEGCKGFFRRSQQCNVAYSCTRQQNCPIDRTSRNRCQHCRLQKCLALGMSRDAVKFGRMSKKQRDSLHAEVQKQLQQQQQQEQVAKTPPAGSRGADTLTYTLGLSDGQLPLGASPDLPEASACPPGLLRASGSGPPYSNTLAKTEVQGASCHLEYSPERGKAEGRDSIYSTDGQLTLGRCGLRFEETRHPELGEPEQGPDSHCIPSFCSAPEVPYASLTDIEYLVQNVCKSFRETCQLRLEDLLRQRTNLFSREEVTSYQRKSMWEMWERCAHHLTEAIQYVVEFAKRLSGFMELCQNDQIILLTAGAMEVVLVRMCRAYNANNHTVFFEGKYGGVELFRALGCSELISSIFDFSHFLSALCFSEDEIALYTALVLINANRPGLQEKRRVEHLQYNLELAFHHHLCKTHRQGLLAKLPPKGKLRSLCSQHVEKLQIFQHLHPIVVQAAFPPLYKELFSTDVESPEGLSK
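Using a luciferase readout, inhibitors were identified by reduced reporter activity in Drosophila cells coexpressing a copper-inducible Gal4–ROR gamma fusion and UAS-driven Photinus luciferase, incubated 20 hr after 700 uM copper sulfate.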
FLuc modulator = counter-screen for miR-21 project: firefly luciferase inhibitors or activators; purified FLuc, Km substrates, luminescence inhibition; actives 6.9% (n = 360,000); P08659; Potency, µM (series often up to 57.5 µM), for the others: top-dose activity change, negative = inhibition, hits mostly inhibitors;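 further: potency means the concentration at half of the fitted maximal effect; plate controls were vehicle for no effect and reference inhibitor for full effect; nearly all actives have a fitted effect of over 55% in size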
Target sequence (P08659 whole entry, looked up): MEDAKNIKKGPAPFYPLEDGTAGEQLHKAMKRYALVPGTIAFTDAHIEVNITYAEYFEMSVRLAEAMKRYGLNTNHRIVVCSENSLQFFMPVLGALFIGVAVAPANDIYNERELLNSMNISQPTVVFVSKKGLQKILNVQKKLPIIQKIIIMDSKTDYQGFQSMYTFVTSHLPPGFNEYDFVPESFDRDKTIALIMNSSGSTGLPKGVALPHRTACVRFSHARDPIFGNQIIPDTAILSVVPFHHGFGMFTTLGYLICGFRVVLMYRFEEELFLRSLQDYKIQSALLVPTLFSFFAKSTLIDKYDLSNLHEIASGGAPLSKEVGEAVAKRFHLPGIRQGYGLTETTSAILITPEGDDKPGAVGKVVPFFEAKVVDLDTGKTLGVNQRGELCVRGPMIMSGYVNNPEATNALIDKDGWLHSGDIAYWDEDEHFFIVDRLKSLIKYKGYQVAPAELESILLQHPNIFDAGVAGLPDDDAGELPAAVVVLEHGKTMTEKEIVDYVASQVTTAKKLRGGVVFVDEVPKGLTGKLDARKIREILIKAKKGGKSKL
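Biochemical qHTS of compounds, final roughly 60 µM downward over six points, against 10 nM purified firefly luciferase using Km concentrations of substrates (10 uM D-luciferin, 10 uM ATP) in Tris acetate pH 7.5 buffer; luminescence output.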
ELG1 genotox = inducers of genotoxicity in HEK293T ELG1-luciferase cells; HEK293T ELG1-luciferase reporter, luminescence, 16 h; Potency, µM (series often up to 46 µM), inactives show top-dose activity change, positive = activation, hits mostly activators; actives 1.3% (n = 330,000); AID 504466; further: potency means the concentration at half of the fitted maximal effect; % of control where 0% means no effect; nearly all actives have a fitted effect of over 60% in size
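Luminescence read-out: rising ELG1-luciferase signal, reflecting elevated ELG1 protein under genetic stress, flags genotoxic compounds. Cells were treated for 16 hr at 37 °C before ONE-Glo detection.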
BRCA1 expr up = increases BRCA1 expression; MCF7-BRCA1-FFLuc reporter, luminescence, 48 h; response scale: scaled: vehicle 0%, 10 µM genistein 100%; Potency, µM (titrated, usually from 46.1 µM), for the others: at the top dose activation, most hits filed as activators; actives 1.1% (n = 380,000); AID 624202; further: potency means the concentration at half of the fitted maximal effect; nearly all actives have a fitted effect of over 80% in size; some results filed as inactive show a strong effect at the top dose
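48 h compound treatment of MCF7-BRCA1-FFLuc cells (phenol-red free MEM, 37 °C), then 15 min with luciferase substrate and luminescence imaging.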
Menin-MLL TR inh = menin-MLL binding inhibition, Texas Red mutant peptide | O00255 | Menin + Texas Red MLL mutant peptide, fluorescence polarization | Potency, µM (top dose mostly 61.6 µM), without a hit: top-dose FP activity change, negative = inhibition, usual class: inhibitors | actives 0.23% (n = 270,000) | AID 1768; active means well fitted inhibition curve with a large enough effect in the polarisation, with a control signal flat, not every such curve was filed as active; inconclusive means small, poorly fitted or top-dose-only effect, or effect the other way, or a change in a side signal; inactive means no such curve, though single readings can be large or run the other way; the % refers to the polarisation; further: potency means the concentration at half of the fitted maximal effect; % of control where 0% means no effect; many of its hits are not listed in these tables
Giardia killer = Giardia lamblia killing. Giardia lamblia trophozoite viability. activity change, % at 7.66 µM, hits read low. actives 0.15% (n = 340,000). AID 540267; in the data active means activity change below about -80%; inconclusive means between about -30% and that limit;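 further: parasites exposed to compound for two days anaerobically before the ATP read; on the % scale 0 is the no-effect control and ±100 the full control effect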
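ATP-content bioluminescence gauges trophozoite survival. Cells (100/well) receive compound and incubate anaerobically for 48 hrs at 37 deg C; detection reagent follows for 15-30 min at room temperature.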
NPC1 promoter act = activates the NPC1 promoter; Huh7 NPC1 promoter luciferase reporter, 24 h; Potency, µM (highest dose often 9.22 µM), for the others: at the top dose activation, usual class: activators; actives 2.4% (n = 320,000); AID 485313;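 further: potency means the concentration at half of the fitted maximal effect; % of control where 0% means no effect; nearly all actives have a fitted effect of over 60% in size; reporter is driven by a mutant NPC1 promoter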
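Huh7 reporter cells (NPC1 promoter driving luciferase) are dosed with compound for 24 h at 37 °C, 5% CO2; luciferase detection reagent is then added and luminescence measured after 10 min at ambient temperature.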
PKM2 activator = activators of human pyruvate kinase M2; P14618; purified PKM2, Kinase-Glo ATP luminescence, activation; response scale: 0% is enzyme alone, no compound; Potency, µM (series often up to 57.5 µM), for inactives: at the top dose activation, usual class: activators; actives 0.34% (n = 260,000); further: potency means the concentration at half of the fitted maximal effect; on the % scale 0 is the no-effect control and ±100 the full control effect; nearly all actives have a fitted effect of over 55% in size
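Purified hPK-M2 (>95%) run at intermediate activity with 0.1 mM ADP and 0.5 mM PEP in 50 mM imidazole pH 7.2, KCl, MgCl2; 1 h room temperature. ATP formed read by Kinase-Glo luminescence; normalized to uninhibited and no-enzyme controls.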
Rab9 prom act = activators of Rab9 promoter | Huh7 Rab9 promoter-luciferase reporter, luminescence, 24 h | Potency, µM (top dose mostly 9.22 µM), for inactives: at the highest dose activation, negative = inhibition, usual class: activators | actives 2.8% (n = 320,000) | AID 485297; further: potency means the concentration at half of the fitted maximal effect; % of control where 0% means no effect; nearly all actives have a fitted effect of over 60% in size
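Cells were plated at 1500 per well in reduced-serum medium with 10% FBS and left 2 h. Compound in DMSO was then added for 24 h at 37 °C. Reporter signal was read by luminescence after 10 min with luciferase detection reagent.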
p53 reactivation = restores transcriptional activity of mutant p53; H1299 p53-A138V BP100-luciferase reporter, luminescence, 24 h; Potency, µM (titrated, usually from 92.2 µM), for inactives: top-dose activity change, positive = activation, hits mostly activators; actives 0.063% (n = 320,000); further: potency means the concentration at half of the fitted maximal effect; % of control where 0% means no effect; nearly all actives have a fitted effect of over 45% in size
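p53-null H1299 cells stably carrying temperature-sensitive p53-A138V and a BP100-luciferase reporter were pinned with compounds (4-point, 1:5 series) and held 24 hrs at 37 deg C. Luminescence was read 10 min after detection reagent.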
Gal4-VP16 FLuc = Gal4-VP16 reporter inhibition counter-screen. Potency, µM (highest dose often 53.6 µM), for inactives: at the top dose activity, negative = inhibition, actives largely listed as inhibitors. actives 3.5% (n = 310,000). Drosophila S2 Gal4-VP16 UAS-luciferase, luminescence, 20 h;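 further: Gal4-VP16 expression switched on by copper sulfate through the metallothionein promoter; potency means the concentration at half of the fitted maximal effect; on the % scale 0 is the no-effect control and ±100 the full control effect; nearly all actives have a fitted effect of over 50% in size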
Starred values were filed as active, the others as inactive; ? = inconclusive; · = not tested or not shown; & = joins results of further samples; [ ] = another dose, or the depositor's remark. Unless noted, the call rests on the fitted dose curve; in most records, active means well fitted curve in the direction sought with a large enough effect; inconclusive means small, poorly fitted or top-dose-only effect, or another doubt; inactive means no such curve, though single readings can be large; an effect the other way counts as inactive or inconclusive. An excerpt, so the mix of outcomes need not match the whole.

Results follow in this order: Gal4-VP16 FLuc	ELG1 genotox	Menin-MLL TR inh	p53 reactivation	Rab9 prom act	PKM2 activator	RORg inh	Giardia killer	NPC1 promoter act	FLuc modulator	BRCA1 expr up
O=C(CN1CCN(CC(=O)Nc2ccc(F)cc2)CC1)NCC1(N2CCOCC2)CCCCC1
 : ·	-1%	·	-2%	-2%	·	·	-7	1%	·	-17%
CCN(CC)S(=O)(=O)c1cc(NC(=O)Cn2cnc3ccccc3c2=O)ccc1C
 : 0%	-5%	31%[activator]	7%	-2%	-4%	7%	-18	1%	1%[2.3 µM]	-35%
CCc1nnc(NC(=O)c2cc(S(=O)(=O)N3CCCCC3)ccc2N2CCOCC2)s1
 : 6%	-1%	-1%	1%	2%	12%	-15%	-5	-5%	-13%	2%
COC(=O)c1cn(NC(=O)C2CCCCC2)c(=O)c2ccccc12
 : -1%	-6%	-7%	6%	6.3µM*	-3%	-6%	10	2%	3%	-14%
O=C(CN1CCN(Cc2ccccc2)CC1)N/N=C/c1ccc(Br)s1
 : 10µM*	-11%	·	-5%	-9%	-11%	5.6µM*	5	0%	1%	-26%
O=C(Nc1ccccc1N1CCN(c2ccc(F)cc2)CC1)C1CCCCC1
 : -5%	-1%	8%	-3%	-4%	1%	-7%	-15	-10%	2%	-19%
CC1=NN(c2ccccc2)C(=O)/C1=C\c1cc(C)n(-c2cccnc2)c1C
 : 20%	9%	·	10%	-7%	0%	40%	-10	-5%	2.7µM*	-14%
c1ccc(CSc2nnc(-c3cccs3)o2)cc1
 : 1%	?	-10%	?	?	9%	45%	-3	2.8µM*	12µM*	?
CCOC(=O)CCP(=O)(O)C(O)(c1ccccc1)c1ccccc1
 : -5%	0%	7%	-2%	-2%	0%	-4%	-2	0%	-1%	-1%
CC(=O)N(CN1C(=O)C2CC=CCC2C1=O)c1cccc(Cl)c1 (stereo not drawn)
 : 2%	-2%	-9%	-5%	9%	0%	-8%	-14	0%	1%	-13%
CCC(C)(C)NC(=O)C(c1cccn1C)N(C(=O)Cn1nnc2ccccc21)c1ccc(NC(C)=O)cc1 (stereo not drawn)
 : 1%	1%	6%	2%	2%	-11%	-30%	6	-1%	-8%	-33%
COC(=O)CNC(=O)COC(=O)c1ccc(Cl)nc1
 : -14%	0%	7%	0%	3%	-1%	18%	-1	-5%	-1%	-11%
N#Cc1nc(COc2ccccc2Cl)oc1N1CCCCCC1
 : 0%	1%	7%	1%	-3%	1%	?	-10	-6%	-5%	2%
CC1NC(=O)NC1CCCCCC(=O)NCCc1ccccc1 (stereo not drawn)
 : 5%	1%	-12%	9%	-12%	-19%	-9%	11	-1%	1%	-14%
CCCOc1ccc(N2C(=O)C/C(=C\c3ccccc3)C2=O)cc1
 : 3%	-9%	·	-8%	-1%	-17%	30%	8	-3%	0%	18%
CCN(CC)C(=O)c1ccc(NS(=O)(=O)c2ccc3[nH]c(=O)[nH]c3c2)cc1
 : -24%	-12%	·	-9%	-2%	7%	11%	-5	0%	-13%	8%
COCCCNC(=O)c1c(F)c(F)c(F)c(F)c1F
 : -4%	0%	5%	1%	-1%	0%	-21%	11	-2%	0%	2%
CCOC(=O)c1nn(-c2ccccc2C)c(=O)c2c(N)scc12
 : -14%	1%	-17%	-6%	2%	·	-4%	-8	-7%	-2%	1%
COc1ccc(CC(=O)Nc2ccc(OC)c(NC(=O)c3ccco3)c2)cc1
 : 14%	-13%	3%	-7%	0%	7%	-26%	2	-1%	-4%	-43%
CCN(CC)c1ccc(C(=O)OCC(=O)Nc2cccc(S(=O)(=O)NC3=NCCCCC3)c2)cc1
 : 21%	-9%	-4%	-6%	-8%	-4%	43%	3	-3%	?	-12%
CCCCn1c(N)c(N(CC)C(=O)CSCc2ccc(C)cc2)c(=O)[nH]c1=O
 : 5%	0%	1%	11%	6%	6%	23%	3	0%	-1%	-2%
C=C1CCN(C(C(=O)OC)C(C)C)S(=O)(=O)c2ccc(F)cc21 (stereo not drawn)
 : -20%&-5%	-1%	-1%	-1%	0%	16%	-1%&11%	-2&-10	-2%	2%	2%
COc1ccc(N2CCN(C(=O)CSc3nnc4c(C)cc5cc(C)ccc5n34)CC2)cc1
 : -6%	-8%	-20%	-21%	0%	0%	?	22	-4%	-2%	-6%
COc1ccccc1C(=O)NNC(=O)C(=O)Nc1ccc(C)cc1
 : 3%	-11%	10%	0%	24%	-1%	11µM*	0	2%	0%	-34%
CCOc1ccc(N2C(=O)CC(N3CCN(C(=O)CN4CCCC4)CC3)C2=O)cc1 (stereo not drawn)
 : 1%	0%	2%	-1%	-9%	-1%	2%	3	2%	6%	2%
CN(CCOc1ccc(Br)cc1)CC(=O)Nc1cccc(S(=O)(=O)NC2=NCCC2)c1
 : -8%	-8%	-16%	-2%	-4%	-2%	18%	-9	-5%	-2%	-17%
CCC1(c2ccccc2)NC(=O)N(CC(=O)N(C)CC(=O)Nc2cccc(F)c2)C1=O (stereo not drawn)
 : -3%	5%	-2%	-14%	6%	-1%	-2%	11	1%	0%	-17%
Cc1nnc(N/N=C/c2c(O)n(-c3cccc(C(F)(F)F)c3)c(=O)c3ccccc23)[nH]c1=O
 : -21%	-6%	·	-3%	-7%	2%	-37%	·	-1%	?	·
CCCC(=O)N1CCCC(c2nc(-c3cccs3)no2)C1 (stereo not drawn)
 : -1%	?	-23%	?	?	-11%	?	11	18%	2%[2.3 µM]	81%
CCOC(=O)C1(CC2CCCCO2)CCN(S(=O)(=O)c2ccc(C)s2)CC1 (stereo not drawn)
 : 9%	-6%	-14%	-1%	1%	17%	26%	14	-4%	1%	0%
CN1C(c2ccc(F)cc2)=CS/C1=C(\C#N)c1nnc2n1-c1ccccc1SC2
 : 15%	-22%	-15%	0%	11%	-2%	20%	-1	0%	2%	4%
COc1ccc(S(=O)(=O)Nc2ccc(Cc3ccncc3)cc2)cc1OC
 : 7.9µM*	-14%	7%	5%	-21%	-5%	?	17	-8%	-2%	-43%
CCOc1ccc(N=Cc2c(O)n(-c3cccc(C)n3)c(=O)c3ccccc23)cc1
 : -7%	-2%	-2%	-6%	-1%	-3%	21%	-11	-6%	?	-10%
O=C(CN1C(=O)CCOc2ccccc21)Nc1cccc(S(=O)(=O)N2CCOCC2)c1
 : ·	1%	·	-1%	-1%	·	·	-14	-5%	-1%	-16%
Cc1ccc(CNC(=O)c2cc(Cl)cc(Cl)c2)n1C
 : -5%	0%	24%	-3%	2%	·	-20%	2	-6%	-1%	-33%
Cc1c(NC(=O)c2nn3c(c2Br)NC(c2ccccc2)CC3C(F)(F)F)c(=O)n(-c2ccccc2)n1C (stereo not drawn)
 : -5%	0%	-6%	-1%	-12%	-6%	3%	0	-3%	0%	-39%
O=C(c1ccccc1)N1N=C(c2ccco2)CC1c1cccs1 (stereo not drawn)
 : -17%	6%	13%	-4%	1%	1%	2%	4	-3%	0%	-5%
CC(=O)c1cccc(CN2CCC(C(=O)Nc3ccc(Oc4cccnc4)cc3)CC2)c1
 : -5%	-12%	·	-34%[inhibitor]	-5%	-11%	12%	-14	1%	1%	-27%
COc1ccc(-c2csc(N(CCCN(C)C)C(=O)c3ccccc3F)n2)cc1
 : -12%	0%	?	5%	-2%	2%[11.5 µM]	-20%	8	-2%	1%	-64%
COc1ccc(OCc2nc(-c3ccc(F)c(F)c3)cs2)cc1
 : -9%	-3%	·	-2%	-7%	-2%	38%	1	2%	-6%	33%
COc1ccc(C(=O)/C=C/c2ccc3c(c2)OCCO3)cc1
 : 5%	19%	·	?	?	-1%	-17%	-10	5%	1.7µM*	53%
O=C(COC(=O)c1cc[n+]([O-])cc1)Nc1ccc2c(c1)OCCO2
 : -3%	2%	-14%	21%	26%	-8%	4%	-10	3%	?	25%
O=C(O)CCn1c(=O)[nH]c(=O)n(CCC(=O)O)c1=O
 : 6%	1%	-13%	4%	-3%	-1%	15%	13	0%	4%	-2%
O=C(Nc1nc(-c2ccncc2)cs1)C1COc2ccccc2O1 (stereo not drawn)
 : ?	-21%	-4%	-2%	-10%	-16%	?	-11	0%	?	50%
CC1CCN(CCCNC(=O)c2coc3nc4ccccc4nc23)CC1
 : 5%	?	?	5%	-9%[1.84 µM]	-20%	?	27	-1%	?	0%
Cc1c(Br)c([N+](=O)[O-])nn1CC(=O)Nc1cccc2nonc12
 : 2%	-3%	?	6%	-8%	-27%	-4%	-19	-3%	-3%	25%
CCOC(=O)c1cnc2nc(C)nn2c1N
 : -2%	1%	2%	-3%	0%	-1%	-4%	2	-3%	-1%	-4%
O=c1[nH]c(SCc2nc3ccccc3n2Cc2ccccc2)nc2ccccc12
 : ?	6%	1%	3%	0%	-1%	4.5µM*	6	0%	6%	-41%
